Compound activity deposited in PubChem by NCI.
All columns: NCI-60 one-dose screen, growth in % after 48 h at 10 µM unless noted; 100 = growth as untreated, 0 = no growth, -100 = all killed.
HL-60(TB): HL-60(TB) leukemia cells. 78,000 compounds, 9% hits. AID 1794776; active = growth percent below 10
Starred values were filed as active, the others as inactive; & = joins results of further samples; [ ] = another dose, or the depositor's remark. This is a subset; count on the stated rates, not on these rows.

SMILES	HL-60(TB)
COC(=O)/C=C1/S/C(=N/NC(=O)COc2cc(=O)n(C)c3ccccc23)N(c2ccccc2)C1=O	108
NC(=O)c1ccc(-c2ccc3ncnc(N4CCc5cc(F)c(Cl)cc54)c3c2)cn1	65
Cc1cc(C(=O)NC2CC(C)(C)NC(C)(C)C2)c(C)o1	108
COc1ccc(-c2nn3c(-c4cc(F)c(Cl)cc4Cl)nnc3s2)cc1	-1.1*
O=C(CSc1cc[n+](CCCO)c2ccccc12)n1ccc2ccccc21	114
CC(C)c1cc(C(C)C)c(CCN(C)C)c(C(C)C)c1	88
CCCOc1ccc(/C=N/NC(=O)c2ccncc2)cc1	100
COc1cc(C2C(C#N)=C(N)N(c3ccc(F)cc3)C3=C2C(=O)CC(C)(C)C3)cc(OC)c1OC (stereo unspecified)	92
CCOC(=O)N1C(=O)NC(=O)C1c1ccc(Cl)cc1 (stereo unspecified)	128
COc1ccc(Nc2ccnc3cc(Cl)ccc23)cc1CN(CCCl)CCCl	-22*
Cc1ccc2sc3c(c2c1)Oc1nc[nH]c(=O)c1C3c1ccc(Cl)cc1 (stereo unspecified)	99
COc1ccc(C(=O)CN)cc1	102
Cc1ccc([I+]c2ccc(C)cc2)cc1	31
COc1cc(C2C3CC4CCCC[C@H]4N3[C@@]3(C(=O)Nc4cc(Cl)ccc43)C2C(=O)c2nc3ccccc3[nH]2)cc(OC)c1OC (stereo partly specified)	22
CSC(=S)NN	110
COc1ccc(-c2nc(SC(C)C)nc(Oc3ccccc3/C=C3/SC(=O)NC3=O)c2C#N)cc1	90
CCCCCCC1OCCO1	87
O=C(/C=C/c1ccccc1)C(Br)C(Br)c1ccccc1 (stereo unspecified)	-42*
CCC1(CCC(C)C)C(=O)NC(=S)NC1=O	86
C#CC[C@@H]1C[C@]2(C)[C@H]3CC[C@@H]4[C@H]5C(C(=C)C)CC[C@]5(C(=O)NCCN(CCN)CCN)CC[C@@]4(C)[C@]3(C)CC[C@H]2C(C)(C)[C@H]1OC(C)=O (stereo partly specified)	41
CCOC(=O)c1cnc2ccc(C)cn2c1=O	98
CCc1ccccc1[C@H]1C[C@]2(C)CCO[C@@H]2OO1	107
NC(=Nc1ccccc1)SCCCCCSC(N)=Nc1ccccc1	58
Cc1cc2c(cc1C)C(=O)OC2=O	108
CON1CCC[C@]2(C)[C@H]3CC[C@@H]4[C@H]5[C@@H](O)C(C)(C)CC[C@]5(CO)CC[C@@]4(C)[C@]3(C)CC[C@H]2C1(C)C	92
SMILES	HL-60(TB)
Cn1ccc2c1-c1c(cc(S(=O)(=O)c3ccccc3)c(=O)n1C)CCC2	95
Nc1ncnn1Cc1ccccc1	103&102
CC1=C(C(=O)c2cnccn2)C(c2ccc(Cl)cc2)NC(=O)N1 (stereo unspecified)	109
Cc1nc2cccc(NCc3ccc(C(=O)NO)cc3)c2c(=O)n1-c1ccccc1	27
COc1cc(OC)c(OC)cc1/C=C/C(=O)c1cccc(B(O)O)c1	51
COc1ccc(-c2cc(-c3cc(OC)c(OC)c(OC)c3)c(C#N)c(=O)[nH]2)cc1OC	144
C=CCNC(=S)NNC(=S)NCC=C	91
Clc1ccc(I)c2ccccc12	98
CCOC(=O)CCC(=O)c1ccc2cc(OC)ccc2c1	104
N#CCc1ccccc1CC#N	100
Nn1c(N=Nc2c(O)[nH]c3ccc([N+](=O)[O-])cc23)n[nH]c1=S	94
CCNCC(=O)Nc1cccc(Cl)c1	74
CCCCCCC(O)(CCCCCC)CCCCCC	129
CON=C1C[C@]2(C[C@@H]3C[C@@H](C/C=C(\C)C[C@@H](C)/C=C/C=C4\CO[C@@H]5[C@H](O)C(C)=C[C@@H](C(=O)O3)[C@]45O)O2)O[C@H](/C(C)=C/C(C)C)[C@H]1C	-44*
O=S(=O)(Nc1cnnc(Cl)c1)c1ccc(Nc2nc(=S)[nH][nH]2)cc1	109
Clc1cc(Cl)c(Cl)c(-c2nc(-c3cccnc3)cs2)c1	-3.4*
Cc1nc(SCC(=O)Nc2nccs2)n(Nc2ccccc2)c1C	97
CCSC1C(=O)N(C)C(SCC)C(=O)N1C (stereo unspecified)	117
O=C1C=CC(=O)N1c1ccc(-c2nc3ccccc3o2)cc1	97
CC(=O)OCC(=O)[C@@]1(O)CCC2C3CCC4=CC(=O)C=C[C@]4(C)[C@@]3(Cl)[C@@H](Cl)C[C@@]21C (stereo partly specified)	94
CCSc1ncc(Br)c(Sc2nc(N)nc3nc[nH]c23)n1	88
O=C1CCC(=O)N1[N+](=O)[O-]	134
COc1ccc(-c2nonc2NC(=O)c2cccc(Cl)c2)cc1OC	96
Cc1cc(N2CCOCC2)nc(N2CCC(C(N)=O)CC2)n1	109
CCCCCCCCCCOc1ccc(/C=C/C(=O)c2ccc(OC)cc2)cc1	105
SMILES	HL-60(TB)
O=C1/C(=C\c2ccccc2)N2CCC1CC2	74&108
O=S1(=O)OC(c2cc(Br)c(O)c(Br)c2)(c2cc(Br)c(O)c(Br)c2)c2ccccc21	88
CCOc1ccc(C(=O)NC(=S)Nc2ccc(S(N)(=O)=O)cc2)cc1	103[100 µM]
COc1ccc(/C=C/c2c(C(=O)/C=C/c3ccccc3)c(C)nc3ccccc23)cc1	6.1*
O=C1CSC(c2cn(-c3ccccc3)nc2-c2ccc(Cl)cc2)N1c1ccccc1 (stereo unspecified)	117
O=c1cc(NNC(=S)NCc2ccccc2)c2cc(Br)ccc2[nH]1	98
CC(=O)OCCOc1ccc(C(C)(C)C)cc1	94
O=CC(=O)c1ccc(-c2ccc(C(=O)C=O)cc2)cc1	92
CC1CCN(C2=NC(=O)/C(=C\c3ccccc3OCc3ccccc3)S2)CC1	84
N#CC(c1ccccc1)C(C#N)c1ccc(Cl)cc1 (stereo unspecified)	98
Cc1c(N2CCCCC2)[nH]c2ccccc12	101
Cc1ccccc1NC(=O)Nc1nc2ccc([N+](=O)[O-])cc2s1	-28*
CNC(=O)Oc1ccccc1	120
CCN(C(=O)CN1CCN(c2cc(=O)n(-c3ccccc3)c3ccccc23)CC1)c1ccccc1	56
Cc1cccc(C)c1[C@H]1C[C@](C)(O)[C@@H]2CC[C@@H](C)C[C@H]2O1	97
CCOC(=O)c1c(SC)nn(-c2cc(=O)[nH]c3ccc(Br)cc23)c1N	103
O=C(C(=O)c1ccc(O)c(O)c1)c1ccc(O)c(O)c1	37
N#C/C(=C\c1ccc[nH]1)c1cc2ccccc2[nH]1	65
COc1cccc(OC)c1/C=C(\C#N)C(=O)Nc1cc(-c2ccccc2)nn1-c1ccccc1	93
Cc1nn(-c2ccccc2)c(Oc2c(Cl)cccc2Cl)c1/C=N/N=c1\sc2ccccc2n1C	43
COc1ccc(-c2nc(NN3C(=O)C=CC(=O)OC3c3ccc([N+](=O)[O-])cc3)[nH]c(=O)c2Br)cc1 (stereo unspecified)	105
CCNCc1ccccc1	101
Nc1ccccc1P(=O)(O)O	87
Cc1cc(O[C@@H]2O[C@@H](C)[C@H](O)[C@@H](O)[C@H]2O)c2c3c(c(O[C@@H]4O[C@@H](C)[C@H](O)[C@@H](O)[C@H]4O)cc2c1)C(=O)c1c(O)cccc1C3=O	65
Nc1ncnc(N)n1	87
SMILES	HL-60(TB)
Cc1ccc(C(CC(=O)O)c2c(C)[nH][nH]c2=O)cc1 (stereo unspecified)	99
COc1cc2cc(C)c(Br)c(OC)c2cc1OC	46
COc1cc(-c2nnc(SCC(=O)Nc3ccc(C(=O)/C=C/c4ccccc4)cc3)o2)cc(OC)c1OC	89
CCN(CC)C(=O)C(C(C)C)N1C(=O)/C(=C/c2ccc(Br)cc2)SC1=S (stereo unspecified)	101
COc1cc(C#N)cc(OC)c1OCCN(CCOc1c(OC)cc(C#N)cc1OC)S(=O)(=O)c1ccc(C)cc1	102
Oc1ccc(Nc2nccc(-c3ccc4ccccc4c3)n2)cc1	7.9*
Cc1cc(C(=O)O)c(C)cc1N	105
O=C(CN1CCN(c2cc3c(cc2F)c(=O)c(C(=O)O)cn3C2CC2)CC1)N/N=C/c1ccccc1C(F)(F)F	94
Cc1ccc2c(Nc3cccc(C(F)(F)F)c3)nccc2c1C#Cc1nn(C(C)C)c2ncnc(N)c12	54
Oc1ccc(Cl)cc1CNc1nc2ccccc2[nH]1	-57*
CC[C@]12C=CCN3CC[C@@]4(c5ccc(OC)cc5N(C)[C@H]4[C@@](O)(C(=O)OC)[C@@H]1OC(=O)CCC[P+](c1ccc(C)cc1)(c1ccc(C)cc1)c1ccc(C)cc1)[C@@H]32	-48*
CCCCCCCOC(=O)Nc1ccc(OCC)cc1	73
CCC1(C(OC)OC)NC(=O)N(C)C1=O (stereo unspecified)	109
O=C(CN1CCN(Cc2ccc(Cl)cc2)C(=O)c2ccccc2C1=O)NC12CC3CC(CC(C3)C1)C2	92
CC(=O)C1C(=O)OC2C3C=CC(C3)C2C1=O (stereo unspecified)	76
CC1(C)C2C3CCC2C2C[S+]1CC23	95
CC(C)CCCC(C)C1CCC2C3CC=C4CC(=O)CCC4(C)C3CCC12C (stereo unspecified)	106
CCOC(=O)Nc1c(C)n(C)n(-c2ccccc2)c1=O	117
O=C(N/N=C/c1ccccc1O)C(=O)Nc1ccc(F)cc1	30
CCOc1ccccc1CCO	79
COc1ccc(C(C#N)CC(=O)c2ccc(OCc3ccccc3)c(OC)c2)cc1OC (stereo unspecified)	94
CC(=O)Nc1c(C)cc(C)cc1C	100
Nc1c(S(=O)(=O)O)[nH]c(=O)[nH]c1=O	98
O=C1[C@@H]2Cc3c([nH]c4ccccc34)[C@H](c3c(Cl)cccc3Cl)N2C(=O)CN1C1CCN(Cc2c(F)cccc2F)CC1	109
O=C(NCCN1CCCC1)n1cc(-c2ccncc2)c(-c2ccc(O)c(Cl)c2)n1	97

Some of the entries so far, in CSV form:
SMILES,HL-60(TB)
Cc1ccc([I+]c2ccc(C)cc2)cc1,31
COc1cc(C2C3CC4CCCC[C@H]4N3[C@@]3(C(=O)Nc4cc(Cl)ccc43)C2C(=O)c2nc3ccccc3[nH]2)cc(OC)c1OC (stereo partly specified),22
CSC(=S)NN,110
COc1ccc(-c2nc(SC(C)C)nc(Oc3ccccc3/C=C3/SC(=O)NC3=O)c2C#N)cc1,90
CCCCCCC1OCCO1,87
O=C(/C=C/c1ccccc1)C(Br)C(Br)c1ccccc1 (stereo unspecified),-42*
CCC1(CCC(C)C)C(=O)NC(=S)NC1=O,86
C#CC[C@@H]1C[C@]2(C)[C@H]3CC[C@@H]4[C@H]5C(C(=C)C)CC[C@]5(C(=O)NCCN(CCN)CCN)CC[C@@]4(C)[C@]3(C)CC[C@H]2C(C)(C)[C@H]1OC(C)=O (stereo partly specified),41
CCOC(=O)c1cnc2ccc(C)cn2c1=O,98
CCc1ccccc1[C@H]1C[C@]2(C)CCO[C@@H]2OO1,107
NC(=Nc1ccccc1)SCCCCCSC(N)=Nc1ccccc1,58
Cc1cc2c(cc1C)C(=O)OC2=O,108
CON1CCC[C@]2(C)[C@H]3CC[C@@H]4[C@H]5[C@@H](O)C(C)(C)CC[C@]5(CO)CC[C@@]4(C)[C@]3(C)CC[C@H]2C1(C)C,92
Cn1ccc2c1-c1c(cc(S(=O)(=O)c3ccccc3)c(=O)n1C)CCC2,95
Nc1ncnn1Cc1ccccc1,103&102
CC1=C(C(=O)c2cnccn2)C(c2ccc(Cl)cc2)NC(=O)N1 (stereo unspecified),109

Going on with the list:
SMILES	HL-60(TB)
CC(=O)C1=C(C)NC(NNc2ccccc2)=NC1c1ccc(Cl)cc1 (stereo unspecified)	83
COc1ccc(C2=C(c3cn(C)c4ccccc34)C(=O)OC2)cc1OC	7.3*
CCOC(=O)/C(C#N)=C/c1cccc(F)c1	79
Clc1ccc2c(Nc3ccccc3)ccnc2c1	76
CN(C)CCC(C(=O)c1ccccc1)c1cccnc1 (stereo unspecified)	107
O=[N+]([O-])c1cc(Cl)ccc1SSc1ccc(Cl)cc1[N+](=O)[O-]	63
O=C(Nc1ccccc1)Nc1ncnc2c1ncn2-c1ccccc1	100
Cc1ccc(C)c2c1CCC2=O	134
CCOc1ccccc1NC1=C(Cl)C(=O)c2nc(C)ccc2C1=O	-37*
COc1ccc(OC)c(N(CCN2C(=O)c3ccccc3C2=O)C(=O)C2CCC(=O)C2C)c1 (stereo unspecified)	109
Cc1cc(C)c([N+](=O)[O-])c(C)c1	104
C/C(=C\c1ccc([N+](=O)[O-])cc1)C(=O)O	105
COc1ccc(/C=N/NC(=O)c2ccc(-n3cc(-c4ccccc4)nn3)cc2)cc1OC	94
O=C(NCCNc1nccc(-n2ccc3cccnc32)n1)c1ccccc1	97
CCCC(C)C(=Nc1ccc(Cl)c(Cl)c1)N(C)C (stereo unspecified)	97
C[Si](C)(C)c1cn(CCCCN2C(=O)C(=O)c3ccccc32)nn1	112
CCOC(=O)C(CC)(C(=O)OCC)c1ccccc1	44
COc1ccc(C(=O)N2CCN(C(=O)c3ccc(OC)cc3)CC2)cc1	74
C=C1CC[C@@H]2C(C)(C)[C@@H](O)CC[C@@]2(C)[C@@H]1COc1ccc2ccc(=O)oc2c1	69
O=C(CCCCCCN1CC(=O)N2[C@@H](c3ccccc3F)c3[nH]c4ccccc4c3C[C@H]2C1=O)NO	123
O=C1CC(c2cc3c(cc2Cl)OCO3)c2cc(Br)c3ccccc3c2N1 (stereo unspecified)	92
COc1cc(NCc2ccccc2O)c2ncccc2c1	51
Cc1cc(C)n(C(=O)c2sc(=S)n(-c3ccccc3)c2NC(=S)NC(=O)c2ccccc2)n1	102
CC1(C)N=C(N)N=C(N)N1c1cccc(/C=C/C=C/c2cccc([N+](=O)[O-])c2)c1	12
CCOC(=O)C1=C(C)N(C)C(=O)N(C)C1c1ccccc1 (stereo unspecified)	-4.1*

Three entries already listed, ordered by heavy-atom count, descending.
SMILES	HL-60(TB)
O=C1CC(c2cc3c(cc2Cl)OCO3)c2cc(Br)c3ccccc3c2N1 (stereo unspecified)	92
CN(C)CCC(C(=O)c1ccccc1)c1cccnc1 (stereo unspecified)	107
Cc1ccc(C)c2c1CCC2=O	134

Following part.
SMILES	HL-60(TB)
CC(=O)c1ccc(NS(=O)(=O)c2ccc(-c3cnc(C4CC4)o3)cc2)cc1	101
COc1cc2cc(Oc3ccc(NC(=O)Nc4ccc(Cl)c(Cl)c4)cc3)c(C)nc2cc1OCCN1CCCCC1	44
NS(=O)(=O)c1ccc(N2C(=O)c3cccc4cccc(c34)C2=O)cc1	102
C1=NN(c2ccccc2)C2C3N(C=NN3c3ccccc3)c3ccccc3N12 (stereo unspecified)	202
COc1cc(NC(C)CCCN)c2nccc(C)c2c1OC (stereo unspecified)	-3.4*
O=C(O)CCN1c2ccccc2Sc2ccccc21	92
